FXIIa inh 1536 = human FXIIa protease inhibitors, primary screen, biochemical, 1536-well. purified FXIIa, Boc-QGR-AMC fluorogenic substrate, 2 h. actives 0.3% (n = 220,000). inhibition, % at 5 µM. Coagulation factor XII (Homo sapiens), P00748; in the data active means inhibition above about 40%;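 further: 0% = enzyme with no compound and 100% = blank without enzyme; many of its hits are not listed in these tables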
TNF necrop inh = inhibitors of TNF-alpha triggered necroptosis, primary screen, cell-based, Jurkat FADD-/-, single concentration | Jurkat FADD-/- TNF necroptosis rescue, ATP luminescence, 24 h; 0 = TNF only, 100 = no-TNF cells | activation (protection from cell death), % at 10 µM | actives 0.068% (n = 220,000);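 active means activation, meaning protection from cell death, of at least 50% relative to plate controls; inactive means activation below 50%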;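 further: necroptosis triggered by 40 ng/mL TNF-alpha added together with compound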
FXIa inh 1536 = human FXIa protease inhibitors, primary screen, biochemical, 1536-well | AID 798, 2007 | inhibition, % at 5 µM | Coagulation factor XI (Homo sapiens), P03951 | purified FXIa, Boc-Glu-Ala-Arg-AMC fluorogenic substrate | actives 0.14% (n = 220,000);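 active means inhibition of at least 40%; inactive means inhibition below 40%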;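 further: fluorescence of freed AMC excited at 355 nm; 0% = enzyme without compound and 100% = no enzyme blank; many of its hits are not listed in these tables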
zVAD death inh = inhibitors of zVAD-triggered necroptosis, primary screen, L929 cells; actives 0.38% (n = 220,000); viability rescue, % at 10 µM; L929 zVAD necroptosis rescue, ATP luminescence, 24 h; with zVAD 60 µM;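 active means activation, scaled between plate controls, above about 75%, limit read from the data; inactive means activation under that limit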;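 further: 0% = zVAD with DMSO and 100% = DMSO alone without zVAD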
Rad51 HR inh = human RAD51 strand exchange inhibitors, primary screen, biochemical, fluorescence; DNA repair protein RAD51 homolog 1 (Homo sapiens), Q06609; hRad51 DNA strand exchange, fluorescence dequenching; inhibition, % at 10 µM; actives 0.085% (n = 200,000); AID 1385, 2008;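 active means inhibition above 40% at the single screening dose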;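 further: 0% = DMSO control wells and 100% = blanks with heterologous ssDNA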
Target sequence (Q06609 whole entry, looked up): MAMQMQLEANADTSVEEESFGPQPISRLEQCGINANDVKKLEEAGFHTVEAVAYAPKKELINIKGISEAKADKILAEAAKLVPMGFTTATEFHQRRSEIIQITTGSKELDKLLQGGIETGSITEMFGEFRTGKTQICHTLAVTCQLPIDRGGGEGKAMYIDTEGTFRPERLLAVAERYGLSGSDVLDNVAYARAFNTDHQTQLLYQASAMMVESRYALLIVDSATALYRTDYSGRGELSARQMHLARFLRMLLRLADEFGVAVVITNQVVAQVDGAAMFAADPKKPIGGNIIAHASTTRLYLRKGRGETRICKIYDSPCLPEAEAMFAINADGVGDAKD
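Material: Human Rad51 nucleoprotein filaments preassembled on unlabelled ssDNA | Also added: Labelled 47-mer dsDNA for strand exchange | Dosing: Single dose, 10 µM final compound | Schedule: 30-min compound preincubation and 15-min exchange, both room temperature | Technique: Fluorescence dequenching at 485/520 nm | Measure: Percent inhibition relative to plate controls and blanks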
Hck Nef HTS = inhibitors of Nef-activated human Hck kinase, primary screen, biochemical, Z-Lyte FRET, 384-well, Hck-YEEI; actives 0.68% (n = 220,000); inhibition, % at 20 µM; AID 463187, 2010; Recombinant Hck-YEEI plus Nef, Z-Lyte FRET kinase assay; Tyrosine-protein kinase HCK (Homo sapiens), P08631;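 active means Hck-Nef kinase inhibition above about 50%, limit read from the data; inactive means inhibition below that limit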;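 further: 0% = DMSO with Hck plus Nef and 100% = Hck alone without Nef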
Target sequence (P08631 whole entry, looked up): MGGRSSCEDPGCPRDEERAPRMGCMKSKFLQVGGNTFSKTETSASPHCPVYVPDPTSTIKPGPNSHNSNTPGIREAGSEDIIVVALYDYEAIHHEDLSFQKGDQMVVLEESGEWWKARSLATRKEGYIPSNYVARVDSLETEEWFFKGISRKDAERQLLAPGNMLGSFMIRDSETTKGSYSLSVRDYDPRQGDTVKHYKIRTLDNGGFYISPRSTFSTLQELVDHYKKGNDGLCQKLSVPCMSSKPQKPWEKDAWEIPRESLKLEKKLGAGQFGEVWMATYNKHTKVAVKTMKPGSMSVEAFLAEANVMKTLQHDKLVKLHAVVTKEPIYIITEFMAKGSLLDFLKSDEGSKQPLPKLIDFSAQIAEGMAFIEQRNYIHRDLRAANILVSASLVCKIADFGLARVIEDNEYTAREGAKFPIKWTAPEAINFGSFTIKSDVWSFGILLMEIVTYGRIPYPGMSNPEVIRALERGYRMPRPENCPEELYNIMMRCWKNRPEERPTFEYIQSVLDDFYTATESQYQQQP
KLK5 inh = human KLK5 protease inhibitors, primary screen, biochemical, 1536-well. recombinant hK5, fluorogenic AMC substrate cleavage. inhibition, % at 5 µM. actives 0.59% (n = 210,000);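 active means inhibition of 40% or more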;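 further: 0% = enzyme controls without compound and 100% = no-enzyme blanks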
Target sequence (Q9Y337 67-293 limits assumed): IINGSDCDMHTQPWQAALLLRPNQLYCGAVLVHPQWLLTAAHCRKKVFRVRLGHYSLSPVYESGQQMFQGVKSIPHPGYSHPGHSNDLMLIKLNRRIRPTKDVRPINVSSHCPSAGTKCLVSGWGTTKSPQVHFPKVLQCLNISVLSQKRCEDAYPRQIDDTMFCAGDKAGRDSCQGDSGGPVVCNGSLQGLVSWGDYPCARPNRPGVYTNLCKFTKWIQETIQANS
KCC2 mod = KCC2 cotransporter modulators, thallium flux, primary screen, cell-based, HEK293 KCC2, FluoZin-2 fluorescence, MLSMR; Solute carrier family 12 member 5 (Homo sapiens), Q9H2X9; KCC2 cells, thallium flux FluoZin-2 fluorescence; B-score of Tl+ flux slope (higher = more flux/activation; lower = inhibition) at 10 µM; actives 2.2% (n = 190,000); AID 1456, 2008;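 active means thallium flux slope and its plate-corrected score both differing from the plate sample mean at a set confidence after two filtering rounds, in either direction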;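 further: slope of fluorescence scaled to starting intensity during 10 to 20 s after thallium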
thrombin 1536 = human alpha-thrombin inhibitors, primary screen, counter-screen for coagulation protease inhibitor project, biochemical, 1536-well, fluorogenic AMC substrate | Boc-VPR-AMC fluorogenic substrate cleavage | Prothrombin (Homo sapiens), P00734 | inhibition, % at 5 µM | actives 0.26% (n = 220,000);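 active means inhibition at or above 40%; inactive means inhibition below 40%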;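 further: 0% = enzyme with no compound and 100% = wells without enzyme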
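signal = AMC fluorescence, 355/460 nm | material = human alpha-thrombin enzyme | control set = enzyme without compound as high, wells lacking enzyme as low | times = reaction at room temperature | read-out basis = percent inhibition scaled between no-compound controls and no-enzyme blanks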
Active calls of the source: *; · = no result given. Only part of the results is shown. The share of hits here may be higher or lower than overall.

molecule	FXIIa inh 1536	TNF necrop inh	FXIa inh 1536	zVAD death inh	Rad51 HR inh	Hck Nef HTS	KLK5 inh	KCC2 mod	thrombin 1536
Cc1noc2ncnc(SCc3ccc(C(F)(F)F)cc3)c12	1	-3.7	-8	0.4	-8	8	4	0.21	-2
CCn1ccc(C(=O)NC2C(=O)N3C(C(=O)O)=C(C)CSC23)n1 (stereo not drawn)	3	-2.8	10	0.1	3	0	5	·	5
CCOC(=O)CN1C(=O)C(O)(CC(=O)c2ccco2)c2ccccc21 (stereo not drawn)	11	-3.6	13	0.2	17	0	1	·	1
O=C(c1ccccc1[N+](=O)[O-])N1CCc2ccccc2C1	5	1.3	6	0.4	16	8	-15	-0.62	-4
C#CCNC(=O)C1=C[C@H](c2ccc(C(F)(F)F)cc2)C[C@H](OCCCCO)O1	8	0.9	-4	-0.5	-7	5	-2	0.83	-4
O=C(/C=C/c1ccccc1)NNc1ccc(Cl)cc1	5	-1.3	0	-0.2	5	-14	1	-1	-1
Cc1cc(C)c(NC(=O)c2cc(C(=O)O)ccc2C(=O)O)c([N+](=O)[O-])c1	12	-0.4	0	7.9	9	27	1	·	1
CC1=NCC(C)c2c1[nH]c1ccccc21 (stereo not drawn)	18	1.2	1	0.4	-4	-1	11	-0.19	3
COc1ccc(N=C2SC(CC(=O)Nc3ccccc3F)C(=O)N2Cc2ccco2)cc1 (stereo not drawn)	7	11	3	0.9	4	2	-16	-0.48	-6
O=C1/C(=C/c2ccccc2)CCCc2ccccc21	12	-0.7	6	-0.2	-5	0	7	-0.19	3

Compound profiles (already shown). Values in the order: FXIIa inh 1536 | TNF necrop inh | FXIa inh 1536 | zVAD death inh | Rad51 HR inh | Hck Nef HTS | KLK5 inh | KCC2 mod | thrombin 1536
Cc1noc2ncnc(SCc3ccc(C(F)(F)F)cc3)c12 across the screens: 1 | -3.7 | -8 | 0.4 | -8 | 8 | 4 | 0.21 | -2
O=C(/C=C/c1ccccc1)NNc1ccc(Cl)cc1 across the screens: 5 | -1.3 | 0 | -0.2 | 5 | -14 | 1 | -1 | -1
CCOC(=O)CN1C(=O)C(O)(CC(=O)c2ccco2)c2ccccc21 (stereo not drawn) across the screens: 11 | -3.6 | 13 | 0.2 | 17 | 0 | 1 | · | 1
CCn1ccc(C(=O)NC2C(=O)N3C(C(=O)O)=C(C)CSC23)n1 (stereo not drawn) across the screens: 3 | -2.8 | 10 | 0.1 | 3 | 0 | 5 | · | 5

New compounds follow.
molecule	FXIIa inh 1536	TNF necrop inh	FXIa inh 1536	zVAD death inh	Rad51 HR inh	Hck Nef HTS	KLK5 inh	KCC2 mod	thrombin 1536
O=C(Nc1ccc2c(c1)C(=O)N(C1CCCCC1)C2=O)C1CCCO1 (stereo not drawn)	13	1.5	5	-0.1	-3	2	-1	·	1
CC(=O)Nc1ccc(-c2ccc(NC(C)=O)cc2)cc1	7	-0.1	-1	0.2	-3	21	1	0.19	-2
O=C1CCCN1CN(C(=O)c1ccccc1)c1ccc(F)cc1	20	-2.2	7	0.1	-2	3	2	-0.29	-1
Cn1cnnc1Sc1ccc(C(=O)NCCC(c2ccccc2)c2ccccc2)cc1[N+](=O)[O-]	14	-3.1	7	-0.3	·	-26	-4	-0.96	0
Cc1cc(C)c(C(N)=O)c(Nc2ccc3c(c2)OCCO3)n1	3	1.6	9	0.9	-5	-10	-17	-0.078	3
Cc1cc(Nc2ccc(Cl)cc2)nc(NCc2ccccc2)n1	2	7.8	-5	1.3	-5	1	-19	-0.36	-4
COc1cccc(NC(=O)c2ccc(-c3ccc([N+](=O)[O-])cc3)o2)c1	3	1.4	-3	3.3	-2	24	3	-0.8	-2
Cc1c(Cl)cccc1NC(=S)Nc1ccc2[nH]c(=O)[nH]c2c1	15	-2.8	3	-0.8	2	23	3	0.27	5
Nc1ccc(C(=O)N/N=C/c2sc(N3CCOCC3)nc2-c2ccccc2)cc1	10	-1.9	9	0.9	0	9	-11	0.12	-1
COc1ccccc1NC(=O)C1=C(C)Nc2nc(CCCO)nn2C1c1ccc2c(c1)OCO2 (stereo not drawn)	38	0.5	0	-0.8	·	5	1	-0.24	-3
Cc1nc(-c2cnn(-c3ccccc3)c2)c2cc(C)oc2n1	29	0.1	16	-0.1	1	-9	4	-0.39	67*
CC(=O)c1cnc2cc(-c3ccccc3)nn2c1C	9	-0.9	7	82*	4	1	-17	-0.28	-5
COc1cccc(S(=O)(=O)NCc2ccc(C(=O)Nc3ccc(Cl)cc3)cc2)c1	3	-1.1	1	11	-17	2	1	-0.3	-6
CCOC(=O)C(NC(C)=O)C(=O)Nc1ccc(C(C)C)cc1 (stereo not drawn)	8	0.0	-1	0.6	-16	21	-3	-0.015	-1
CC(C)=CC(=O)OCC(=O)Nc1cccc([N+](=O)[O-])c1	10	4.1	2	1.0	-9	1	-7	-0.02	-4
CC(=O)Nc1ccc(S(=O)(=O)N2CCSC2C(=O)O)cc1 (stereo not drawn)	13	0.2	17	0.5	-22	1	-27	·	-9
CCCCc1nc2cc(Cl)ccc2o1	8	0.2	2	-0.1	·	-12	·	-0.41	-5
c1ccc2c(c1)NCCS2	10	0.2	3	5.9	-2	13	7	·	-2
CCOC(=O)c1ccccc1NC(=O)CSc1nccn1C	-9	0.2	-6	-0.7	2	-12	-13	-1.8	-3
Cc1cccc(N(C(=O)c2csnn2)C(C(=O)NC(C)(C)C)c2cccs2)c1 (stereo not drawn)	-8	-2.4	-3	-0.5	-6	2	2	·	1
Cc1ccc(-n2c(SCC(N)=O)nnc2-c2cccnc2)c(C)c1	19	-2.4	6	0.1	-8	2	8	0.56	3
CN(C)CCn1c(=S)[nH]c2ccccc2c1=O	15	0.6	1	-0.8	5	0	7	0.17	2
C(=N\Nc1ccc(-n2ccnc2)nn1)/c1ccccc1	-5	-2.4	2	1.0	-2	3	-24	-0.076	-7
COc1ccc(C2C(C#N)=C(SCC(=O)Nc3ccc(C)cc3)NC3=C2C(=O)CC(C)(C)C3)cc1 (stereo not drawn)	-1	-9.5	5	0.3	-3	-1	0	0.068	-26
O=C(CN1CCN(CC(=O)Nc2ccccn2)CC1)Nc1ccccn1	1	-1.6	-11	-0.1	0	1	-3	-4.3*	-6
CCc1cc(-c2n[nH]c(C)c2-c2nc(C)cs2)c(O)cc1OC	8	-1.8	2	0.1	17	17	·	-1	1
Cc1noc(NS(=O)(=O)c2ccc(NC(=O)CSc3ncccn3)cc2)c1C	16	0.9	7	0.7	-3	12	-3	-0.47	-1
CC(=O)N1C(=O)C(=C2C=C(C)OC(C)=C2)c2ccccc21	13	-0.9	4	71	-188	1	-5	-0.04	0
CCOc1ccc(N(C)S(=O)(=O)c2ccc3[nH]cc(C(=O)NCCOC)c(=O)c3c2)cc1	8	-3.7	-2	0.6	1	2	-6	-0.74	1
C=CCn1c(CCC(O)COCCCCC)n[nH]c1=S (stereo not drawn)	10	-2.3	3	0.0	11	4	3	0.2	1
O=C(NCC1CCCO1)C(C(=O)c1ccccc1)n1ccccc1=O (stereo not drawn)	16	-0.8	-1	0.0	-3	2	-7	1.2	-6
C/C(N)=C(/C#N)C(=O)CSc1nnc(SCc2ccc(Cl)cc2)s1	8	0.0	3	-0.3	-7	1	-6	·	-2
O=[N+]([O-])c1cc(C(F)(F)F)ccc1N1CCC(O)CC1	15	-0.3	-2	0.2	·	8	·	0.91	-4
O=C(Nc1nc2ccccc2[nH]1)c1ccccc1F	7	-13	-5	0.3	-3	2	-12	·	-8
O=C(NCCc1ccccn1)c1cc(-c2ccccc2Cl)nc2ccccc12	1	-1.1	-7	-0.1	2	-3	-2	-0.27	-11
O=C(CNC(=O)c1ccco1)Nc1ccc(S(=O)(=O)N2CCCC2)cc1	2	-1.0	5	-0.1	-4	2	-19	-0.0054	-3
Cc1cc(C)n(CC(O)CN2C(=O)NC(C)(C)C2=O)n1 (stereo not drawn)	-2	-0.8	-2	-1.2	-2	7	-1	-0.078	-7
O=C(Nc1ccccc1)c1cccc(C(F)(F)F)c1	2	3.7	-9	0.3	-11	-1	1	0.15	-5
Cc1c([N+](=O)[O-])nnn1-c1cc(Cl)cc(Cl)c1	10	-0.8	2	0.6	8	14	12	0.022	-9
CCN=c1scc(-c2ccco2)n1/N=C/c1ccc(OC)c(O)c1	21	-14	1	-0.2	2	3	4	-1.7	-3
O=C(Nc1ccccc1C(F)(F)F)N1CCC(n2c(=O)[nH]c3ccccc32)CC1	20	0.9	-5	0.5	0	0	5	1.3	-7
C#CCOCCOCCOCCNc1nc(N2CCOCC2)nc(N2CCN(C(=O)[C@H]([C@@H](C)CC)n3cc([C@@H](N)Cc4ccc(O)cc4)nn3)CC2)n1	6	-0.3	0	-0.4	-5	1	1	1.7	0
O=C(Nc1ccc(F)cc1)C(c1ccccc1)N1CCN(S(=O)(=O)c2ccc3ccccc3c2)CC1 (stereo not drawn)	26	1.9	25	1.7	2	1	0	-0.33	-16
O=S(=O)(c1ccc(-c2ccon2)s1)N1CCCC1	8	0.0	3	0.3	·	18	2	-1.5	-4
O=C(Nc1cccc2ncccc12)c1cccnc1	-2	-0.3	-7	0.4	0	2	2	0.68	-8
CCNC(=S)N1CCCCC1CO (stereo not drawn)	3	0.1	-3	23	29	16	-1	0.017	4
Cc1n[nH]c(C)c1Sc1ccccc1[N+](=O)[O-]	7	-2.5	-1	0.5	-12	23	-4	-0.048	-24
Cc1nc(N)sc1C(=O)N1N=N1	6	0.0	5	-1.0	1	7	7	0.54	-1
CC(=O)Nc1ccc2nc(NC(=O)COc3ccccc3)sc2c1	2	2.7	-14	15	5	13	-16	-0.019	2
O=[N+]([O-])c1cc(C(F)(F)F)cc([N+](=O)[O-])c1N1CCCNCC1	·	0.8	2	2.1	1	-13	1	0.7	-3

The list goes on.
molecule	FXIIa inh 1536	TNF necrop inh	FXIa inh 1536	zVAD death inh	Rad51 HR inh	Hck Nef HTS	KLK5 inh	KCC2 mod	thrombin 1536
CCOC(=O)C1=C(C(C)=O)C(c2cccnc2)C(C#N)=C(N)O1 (stereo not drawn)	7	-1.2	-2	-0.2	-1	2	-13	-0.079	-5
O=C(Cn1cnc2ccccc21)N/N=C/c1cccs1	10	2.6	1	0.5	9	1	-5	-0.37	-3
CCN(CC(=O)Nc1ccc2c(c1)OCCO2)C(=O)/C=C/c1ccc(F)cc1	6	0.3	6	-3.1	-3	18	7	-0.026	2
NS(=O)(=O)c1ccc(CCNC(=O)CN2CCN(c3cccc(Cl)c3)CC2)cc1	9	-0.3	6	0.3	-11	0	-17	0.99	0
Cc1ccccc1OCC(=O)OCC(=O)Nc1ccc(S(N)(=O)=O)cc1	8	-1.1	2	0.3	23	2	-4	-0.062	5

Screening results: PubChem, several laboratories
